Bioassay records deposited in PubChem BioAssay by several laboratories.
M1AAP inhibition: P. falciparum M1AAP inhibitors, biochemical, fluorogenic H-Leu-NHMec substrate, 1536-well (AID 1445); Aminopeptidase N (Plasmodium falciparum (isolate 3D7)); recombinant M1AAP, H-Leu-NHMec fluorogenic kinetic assay; higher % means a stronger effect; one-dose inhibition, % at 30 µM; IC50 in µM for titrated hits; 0.42% of 220,000 active;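 active means primary inhibition above the hit cutoff, then over 50% inhibition at one or more dose response concentrations, cut at about 23% in these data, passing the limit was not always enough; inconclusive means conflicting primary data, or primary hits not chosen for dose response; inactive means low primary inhibition, or under 50% at every dose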;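 further: plate controls were DMSO full reaction for no effect and no enzyme background for full effect; strong numbers were not always called active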
Yfh1-depleted yeast: enhancers of respiration in Yfh1-depleted yeast, dose response, Friedreich's ataxia, plus single-dose screen (AID 1465). 0.074% of 220,000 active. S. cerevisiae Yfh1-off respiration, WST-1 reduction, 72 h; higher fold induction means a stronger effect. fold induction at 50 µM; hits with a dose series show EC50 in µM;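 active means fold induction of absorbance versus untreated yeast above a set limit, then at least 30% activation at any dose in follow-up; inconclusive means repeats straddling the limit, or above it without dose testing; inactive means fold induction below the set limit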;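 further: activators that raise dye reduction in frataxin-depleted yeast; strong numbers were not always called active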
MT stabilize HCS: microtubule stabilizers in HeLa cells, primary screen, imaging, high-content imaging | HeLa tubulin immunostaining HCS, 24 h; share of cells brighter than vehicle mean+2SD | % tubulin-high responders, % at 10 µM | AID 2205, 2009 | 0.83% of 200,000 active;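 active means plate Z-score above 3 for both tubulin-high and condensed-nucleus cell shares, with cell loss under 80%, at 10 µM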;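 further: anti alpha tubulin signal scored within the nucleus-defined area of each cell; some results filed as inactive read as strong as hits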
T cell modulator: modulators of CD8 T cell-vesicle binding, primary screen, mouse 2C CD8+ T cells, flow cytometry; 2C CD8+ T cell-vesicle binding; stronger effect = lower value; calls only at 7 µM; 0.068% of 330,000 active; AID 2052, 2009;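 active means response, share of CD8 T cells binding vesicles, and their 90th percentile fluorescence all below set limits, cut at about 80% in these data, passing the limit was not always enough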
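incubation = binding step 1.5 h, 37 °C, antibody labelling 20 min, ice | test system = 2C mouse CD8+ T cells | read-out basis = percent CD8+ FL2 mean versus row control | controls = Peptide-free naked vesicles (low) and QL9 vesicles with 0.7% DMSO vehicle (high) | detection = flow cytometry of vesicle-bound cells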
b-catenin transl: modulators of beta-catenin nuclear translocation, primary screen, imaging, HeLa cells, immunofluorescence, high-content | AID 1665, 2009 | 0.3% of 190,000 active | nuclear translocation activity, % at 5 µM;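 active means nuclear translocation activity above 50% at 5 µM, with a well cell count of 50 or more; inconclusive means wells under 50 cells across six images, flagged as toxic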;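 further: per-cell ratio of nuclear to cytoplasmic median beta-catenin stain intensity; plate controls were DMSO negative control for no effect and GSK-3 inhibitor IX positive control for full effect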
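System: HeLa cells, endogenous beta-catenin; compound dosing: 5 µM primary single dose, 0.1% DMSO, 0.02–20 µM confirmation series; incubation: 24 h compound exposure at 37°C, 5% CO2; signal: beta-catenin immunofluorescence imaging with DAPI; evaluation: % activation, nuclear-to-cytoplasmic median beta-catenin signal ratio per cell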
P. falciparum M17LAP: P. falciparum M17LAP inhibitors, primary screen, biochemical, fluorogenic H-Leu-NHMec substrate, 1536-well (AID 1619); inhibition, % at 30 µM; hits with a dose series show IC50 in µM; recombinant M17LAP, H-Leu-NHMec fluorogenic kinetic assay; higher % means a stronger effect; 0.38% of 220,000 active;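 active means compound inhibiting the enzyme by more than half at any dose during confirmatory dose-response retesting; inconclusive means strong single-dose inhibitors picked by rank but not retested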;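 further: plate controls were full reaction with DMSO carrier for no effect and no enzyme background for full effect; strong numbers were not always called active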
Dynein transport: inhibitors of GR-EGFP nuclear translocation, primary screen, dynein cargo transport inhibitor project, imaging, high-content, 3617.4 mouse cells | AID 1381, 2008 | test concentration mostly 20 µM; stimulated with dexamethasone, 1 µM; stronger effect = lower value | z-score, hits read low | 0.47% of 220,000 active;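 active means plate z-score of nuclear minus cytoplasmic receptor signal below a set negative limit, without overly bright fluorescence or cell loss, cut at about -3.5 in these data, passing the limit was not always enough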;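 further: z-score of nuclear minus cytoplasmic ring GR-EGFP intensity difference per well; some compounds called inactive have numbers as strong as hits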
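Buffer or medium: tetracycline-free induction medium containing charcoal-stripped FBS / Reagent: dexamethasone agonist, 1.0 µM final, for 30 min / Technique: automated 10x imaging of fixed Hoechst-stained cells / Times: induction 48 h, compound 1 h, agonist 30 min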
WT yeast gro inh: growth inhibition of WT strain, primary screen, mitochondrial fusion inhibitor project, WT and mutant strains, chemical genetic | inhibition, % at 10 µM | AID 1362, 2008 | mitochondrial fusion phenotypic screen | 2.1% of 190,000 active; in the data active means inhibition above about 58%; tested in S. cerevisiae
Autophagy mod: autophagy modulators in MEF cells, primary screen, imaging, high-content, MEF GFP-LC3 | MEF GFP-LC3 puncta imaging; test concentration mostly 10 µM | calls only at 10 µM (by protocol) | 0.98% of 190,000 active | AID 463193, 2010;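 active means percentage of spot-positive cells more than 3 SD above its plate mean, without a fluorescence outlier flag or 80% toxicity; inconclusive means no clear call, values can overlap the other calls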;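 further: spot-positive cell cutoff set from DMSO-treated cells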
WT yeast gro inh mutant strain: further read-out of WT yeast gro inh, marked with its call; inhibition, %; mitochondrial fusion phenotypic screen, mutant strain inhibition
Dynein transport cytoplasmic EGFP: further read-out of Dynein transport, marked with its call; z-score; measured here: cytoplasmic GR-EGFP intensity; stronger effect = higher value
Dynein transport nuclear GR-EGFP: further read-out of Dynein transport, marked with its call; z-score; measured here: nuclear GR-EGFP intensity;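 lower value marks the stronger effect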
Dynein transport cell count: recorded beside Dynein transport, whose call it bears; z-score; measured here: cell count per field
b-catenin transl cell count 5 µM: second read-out of b-catenin transl, no call of its own (marks repeat the call); cell count; measured here: cell count, cytotoxicity flag
T cell modulator vesicle-bound %: second read-out of T cell modulator, no call of its own (marks repeat the call); double positive events, %; measured here: CD8+ vesicle-bound cell fraction;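 binding gate set so that unloaded-vesicle control wells show 10% double positive cells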
MT stabilize HCS Hoechst-high %: also measured in MT stabilize HCS; calls as there; % Hoechst-high responders; measured here: nuclear condensation Hoechst responders;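 share of cells brighter than vehicle mean plus two SD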
MT stabilize HCS cytotoxicity %: second read-out of MT stabilize HCS, no call of its own (marks repeat the call); toxicity, %; measured here: cytotoxicity by cell density;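 0% = mean cell density of plate MIN control wells and 100% = no cells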
Autophagy mod cell loss 18 h: recorded beside Autophagy mod, whose call it bears; toxicity, %; measured here: cell loss, nuclei count;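 cell loss after 18 h compound exposure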
Numbers without * were called inactive; i = inactive; ? = inconclusive; . = not tested or not shown.

Compound	Dynein transport nuclear GR-EGFP	Dynein transport cell count	T cell modulator vesicle-bound %	WT yeast gro inh mutant strain	b-catenin transl	Yfh1-depleted yeast	b-catenin transl cell count 5 µM	MT stabilize HCS Hoechst-high %	P. falciparum M17LAP	WT yeast gro inh	T cell modulator	Autophagy mod cell loss 18 h	Autophagy mod	MT stabilize HCS	Dynein transport cytoplasmic EGFP	M1AAP inhibition	MT stabilize HCS cytotoxicity %	Dynein transport
COc1cc(C2=NOC(C(=O)N3CCOCC3)C2)cc(OC)c1OC (stereo unspecified)	-0.0866	0.114	43.5	15.3	-3.7	i	877	2.0	-2.5%	7.4	i	5.6	i	1.5	-0.208	2.5%	10.7	-0.381
O=C(c1csc2ccccc12)n1cccn1	-0.666	0.29	51.0	17.2	1.3	.	937	1.1	4.7%	1.7	i	-3.4	i	0.8	-0.267	5.9%	6.4	-1.16
NC(=O)c1oc2ccccc2c1NC(=O)CCc1ccccc1	-0.422	0.698	39.9	-3.0	-0.1	i	1081	1.9	6.5%	-9.3	i	2.9	i	4.3	-0.198	1.0%	1.8	-1.17
Cc1cc(C)n(-c2nnc3n2N=C(c2c[nH]c4ccccc24)CS3)n1	-0.697	0.102	28.4	3.7	.	i	.	3.4	5.5%	3.7	i	14.3	i	9.7	-0.273	10.3%	3.3	-1.05
CC(=O)Nc1c(C)ccc(CNC(=O)COc2cc(C)ccc2C)c1C	-0.369	0.262	9.3	-22.6	-1.1	i	987	1.8	17.5%	6.7	i	6.4	i	2.8	-0.219	-1.2%	4.4	-0.00665
O=C(C1CCN(S(=O)(=O)c2cccs2)CC1)N1CCc2ccccc2C1	0.187	0.32	60.8	-1.5	1.3	i	1070	1.0	1.1%	-0.7	i	-3.9	i	3.5	-0.224	-0.8%	5.4	0.0527
CCN(CC(=O)Nc1ccccc1C(=O)OC)S(=O)(=O)c1ccccc1	0.574	0.333	39.4	-8.8	.	i	.	2.5	6.3%	-4.6	i	4.8	i	1.5	-0.291	6.5%	36.0	0.385
CC(C)OC(=O)CSc1nnc(COc2ccc([N+](=O)[O-])cc2)n1C	-0.0136	0.104	49.6	-11.4	-4.9	i	1059	1.3	6.7%	12.9	i	-10.6	i	5.5	-0.00287	1.1%	13.8	0.389
CC1CCCCC1NC(=O)/C(C#N)=C/C=C/c1ccccc1[N+](=O)[O-] (stereo unspecified)	-0.656	0.169	27.9	20.9	29.4	i	803	1.3	-1.1%	9.3	i	21.3	i	10.0	-0.0608	6.2%	32.7	-2.34
O=C1CSC(c2ccccc2Cl)N1 (stereo unspecified)	0.826	-0.828	23.8	-6.4	0.5	i	516	1.5	-3.0%	-5.8	i	28.6	i	2.8	-0.186	-5.6%	6.7	1.19
O=S(=O)(/N=C(/NNS(=O)(=O)c1ccccc1)c1ccccc1)c1ccccc1	-0.429	0.547	46.3	-1.8	-1.0	i	1106	2.2	42.4%	-11.9	i	-1.4	i	2.9	-0.0371	?	3.4	-0.942
CC(C)OC(=O)c1ccc(COC(=O)c2cccc(-c3nnc(-c4ccccc4)o3)c2)cc1	-0.49	0.503	50.0	29.0	-0.8	i	1074	3.1	-4.1%	0.5	i	15.5	i	5.3	-0.316	3.7%	10.3	-0.562
CCOC(=O)c1sc2ncn(/N=C/c3ccc(O)c(OC)c3)c(=O)c2c1C	0.577	-0.42	42.2	-9.7	-2.5	i	1068	2.0	20.7%	6.8	i	9.2	i	2.5	-0.149	1.0%	6.5	0.482
c1ccc(COC2CCCN(Cc3nc(-c4cnccn4)no3)C2)cc1 (stereo unspecified)	-0.423	0.504	14.6	-8.2	-3.5	i	974	2.0	-4.5%	-2.7	i	-29.9	i	1.9	0.284	3.3%	9.0	-0.632
O=C(N/N=C/c1cccnc1)c1ccccc1OCc1ccc(Br)cc1	0.399	-0.0709	61.7	-38.8	-2.0	i	1121	2.6	49.2%	2.3	i	29.1	i	2.6	-0.199	6.6%	1.5	0.567
C/C(CC(=O)Nc1ccc(C)c(Cl)c1)=N\NC(=O)c1ccco1	-0.471	0.751	41.6	2.6	-0.4	i	1390	1.2	22.8%	0.8	i	-7.4	i	2.0	-0.366	8.1%	1.0	0.337
Cc1ccc(NC(=O)CSc2nnc(-c3ccccc3C)o2)cc1C	-0.46	0.781	36.3	-11.6	-2.9	i	995	2.2	-7.2%	-9.3	i	57.8	i	1.3	-0.196	1.5%	9.3	-1.2
COC(=O)c1ccc(N2CCN(C(C)=O)CC2)c(NC(=O)COc2ccccc2C)c1	-0.313	1.61	26.7	-6.0	-2.4	i	1033	1.6	9.9%	-6.0	i	-9.9	i	3.5	-0.318	-2.2%	8.0	-0.783
COC(=O)[C@H](C)NC(=O)Nc1cccc(C)c1	0.542	0.367	41.0	-32.9	-1.1	i	1441	1.6	19.6%	1.8	i	1.0	i	4.6	-0.241	4.5%	5.2	0.533
CC(C)C(c1nnnn1Cc1ccco1)N1CCN(C2CCCC2)CC1 (stereo unspecified)	0.274	-1.11	37.4	7.1	-0.3	i	1117	1.0	5.2%	-18.1	i	-9.2	i	3.8	-0.201	7.0%	19.6	0.423
CC1CC(C)CN(c2nc(N(C)c3ccccc3)nc(N)c2[N+](=O)[O-])C1 (stereo unspecified)	0.407	0.407	41.8	.	-1.0	i	1288	.	-8.6%	.	i	.	.	.	-0.234	6.2%	.	0.189
CC1(C)COC(/C=C/c2cccc([N+](=O)[O-])c2)=N1	-1.84*	-1.08*	52.1	5.3	7.6	i	823	14.4*	-3.0%	21.5	i	-5.3	i	23.6*	1.28*	-7.5%	31.5*	-4.45*
COc1cccc(C(O)c2cnc(C(C)C)n2C)c1 (stereo unspecified)	0.658	-1.23	35.9	.	-0.5	i	1318	.	-3.1%	.	i	.	.	.	-0.252	-1.8%	.	1.61
O=C(Nc1sc2c(c1C(=O)O)CCCCC2)c1cccs1	0.619	0.614	26.9	18.2	-2.0	i	1022	3.3	2.7%	7.3	i	10.9	i	3.5	-0.283	14.8%	6.0	-0.199
COc1ccc(CN(C(=O)CSc2nnc(-c3ccc(OC)c(OC)c3)o2)c2ccc(F)cc2)cc1	0.0467	0.919	35.2	-0.4	-1.5	i	1188	2.1	-12.6%	12.3	i	19.9	i	3.1	-0.22	-5.5%	7.2	0.291
CCC(=O)Nc1ccc(-c2cc3ccccc3oc2=O)cc1	-0.113	-0.105	62.1	-6.4	-0.9	i	1532	1.4	-7.4%	-11.1	i	-9.4	i	3.0	-0.259	13.1%	9.1	-0.401
CCOC(=O)C1CCCN(CC(O)COc2ccccc2C(C)=O)C1 (stereo unspecified)	0.592	-0.631	34.6	-1.4	.	i	.	0.6	-1.4%	10.2	i	-7.7	i	1.1	0.0767	1.9%	7.4	0.377
CC(=O)N1CCN(Cc2cc(=O)n3cc(Cl)c(C)c(Cl)c3n2)CC1	0.322	0.279	38.5	5.3	-6.9	i	1008	3.0	13.6%	2.7	i	8.4	i	3.5	-0.129	11.7%	4.4	0.0661
C=CCNC(=O)/C(=C\c1ccc([N+](=O)[O-])cc1)NC(C)=O	0.412	0.202	30.2	5.0	0.5	i	1351	1.3	27.0%	-3.6	i	18.6	i	3.2	-0.21	3.2%	7.6	-0.215
NC(=O)COC(=O)c1cccc(S(=O)(=O)N2CCCCC2)c1	0.966	-1.9	29.1	-1.5	-0.8	i	1093	1.9	0.2%	5.7	i	-3.1	i	3.4	0.353	-4.7%	4.1	0.42
CC(=O)N(CCO)Cc1cc2cc(C)cc(C)c2[nH]c1=O	0.153	-0.746	36.3	-11.7	1.0	i	1377	2.2	3.9%	-15.0	i	29.9	i	4.3	-0.302	4.0%	5.4	-0.334
Cc1ccc(C)c2[nH]c(=O)c(CCNC(=O)c3ccc4c(c3)OCO4)cc12	1.01	-1.59	32.6	15.7	-0.5	i	1035	1.5	-0.1%	5.8	i	-4.2	i	2.3	0.877	-2.9%	3.8	1.6
COc1ccc(CN(CC2CCC(C(=O)O)CC2)C(=S)Nc2ccccc2C)cc1 (stereo unspecified)	0.451	-0.117	54.3	-4.2	-0.3	i	1081	2.4	-0.8%	-10.4	i	30.1	i	2.9	-0.306	-2.6%	3.1	0.41
CCOc1cc(NS(=O)(=O)c2ccc(OC)cc2)c(OCC)cc1NC(=O)c1ccco1	-0.255	-0.262	16.9	6.4	1.6	i	868	2.1	0.2%	-3.6	i	-4.0	i	4.9	-0.0394	2.0%	5.3	-0.458
COc1ccc(N2CCN(CCCNC(=O)C3CCC(CNc4nc(=S)[nH]c5ccccc45)CC3)CC2)cc1 (stereo unspecified)	0.0269	0.853	69.2	-7.1	1.1	i	1077	.	10.8%	-6.9	i	-11.4	i	.	-0.347	0.5%	.	-0.521
